mcGAS RapidFire: blocks mouse cGAS cGAMP production. recombinant mouse cGAS, cGAMP by RapidFire MS. 0.18% of 130,000 active. AID 1259397. inhibition, % at 12.5 µM. Q8C6L5;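 active = inhibition of cGAS enzyme activity at or above 60%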;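 note: enzyme stimulated by 45 bp dsDNA with ATP and GTP substrates; cGAMP share of summed cGAMP plus half ATP and half GTP signals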
Target sequence (Q8C6L5 whole entry, looked up): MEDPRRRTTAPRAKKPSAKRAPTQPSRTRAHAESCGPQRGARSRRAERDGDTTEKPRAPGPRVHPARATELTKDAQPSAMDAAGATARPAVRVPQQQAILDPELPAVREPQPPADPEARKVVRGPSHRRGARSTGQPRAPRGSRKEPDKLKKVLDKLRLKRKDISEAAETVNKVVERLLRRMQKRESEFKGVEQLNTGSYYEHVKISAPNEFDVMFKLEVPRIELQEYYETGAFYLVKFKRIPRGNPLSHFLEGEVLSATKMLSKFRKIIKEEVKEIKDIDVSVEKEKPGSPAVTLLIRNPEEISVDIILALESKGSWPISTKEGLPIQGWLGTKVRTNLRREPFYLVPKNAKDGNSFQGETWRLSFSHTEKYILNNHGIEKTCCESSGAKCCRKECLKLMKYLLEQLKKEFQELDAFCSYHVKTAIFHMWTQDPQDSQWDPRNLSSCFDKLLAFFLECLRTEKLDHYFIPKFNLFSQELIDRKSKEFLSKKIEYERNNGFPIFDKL
* hit, by the source's call; & = joins results of further samples. The list is partial. The share of hits here may be higher or lower than overall.

SMILES | mcGAS RapidFire
O=S(=O)(Nc1c(F)cccc1F)c1c(Cl)cccc1Cl | 10.4
Cc1noc(C)c1CN(Cc1c(C)noc1C)C(=O)C1CC1C (stereo unspecified) | -3.6
CCn1c(=O)c2c(nc3n2CC(C)CN3c2ccc(F)cc2)n(C)c1=O (stereo unspecified) | -7.0
CNC(=O)NC(=O)CCN1CC(c2ccccc2Cl)c2c([nH]c3ccccc23)C1C (stereo unspecified) | -1.7
COc1ccc(C)c2sc(N(CCCN(C)C)C(=O)c3ccno3)nc12 | 0.0
O=C(NCC1(O)CCCNCC1)c1cc(-c2ccccc2)on1 (stereo unspecified) | -9.0
COc1cc2c(cc1-c1nccn1CCCc1cccnc1)OCO2 | -15.3
COCC(C)NC(=O)c1cn(Cc2ccccc2C)nn1 (stereo unspecified) | 6.9
COc1cc(NC(=O)CNCCN2CCOC2=O)ccc1Cl | -7.8
Cc1ccc(CNC(=O)CCC2CCCN(C(=O)c3cnccn3)C2)o1 (stereo unspecified) | 8.5
COc1ccccc1/C=C/C=C1\N=C(c2cc([N+](=O)[O-])ccc2Cl)OC1=O | 3.9
O=C(Cn1cnc2c(nnn2Cc2ccc(Cl)cc2)c1=O)N1CCc2ccccc21 | 4.7
CC1CCN(c2n[nH]c(=S)n2C2CC2)CC1 | -7.5
O=C1Nc2cccc3cc(S(=O)(=O)Nc4ccccc4Cl)cc1c23 | -19.8
O=C(CC1COCCN1)NCCc1ccc(Cl)cc1Cl (stereo unspecified) | -0.1

Part of the list above in order of number of heavy atoms, lowest first:
SMILES | mcGAS RapidFire
O=C(CC1COCCN1)NCCc1ccc(Cl)cc1Cl (stereo unspecified) | -0.1
COc1cc(NC(=O)CNCCN2CCOC2=O)ccc1Cl | -7.8
COc1cc2c(cc1-c1nccn1CCCc1cccnc1)OCO2 | -15.3
COc1ccc(C)c2sc(N(CCCN(C)C)C(=O)c3ccno3)nc12 | 0.0
CNC(=O)NC(=O)CCN1CC(c2ccccc2Cl)c2c([nH]c3ccccc23)C1C (stereo unspecified) | -1.7

(cont.)
SMILES | mcGAS RapidFire
CCOC(=O)C1(Cc2ccc(F)cc2)CCCN(C(=O)c2sccc2C)C1 (stereo unspecified) | -7.9
CC1(C(=O)NCc2cccnc2)CCN1C(=O)C1(c2ccccc2)CC1 (stereo unspecified) | -14.4
Fc1ccccc1Nc1ncnc2[nH]ncc12 | -5.1
C[C@@H]1CN(c2c(F)c(F)c3c(=O)c(C(=O)O)cn(C4CC4)c3c2F)C[C@H](C)N1 | 3.9
CN(C)Cc1cccc(C(=O)NCCCCN2CCOCC2)c1 | -5.3
CCOC(=O)c1cc(C(=O)n2cc(Br)cn2)nn1C | -9.2
OC1(c2ccc(Br)cc2)C[N+](CCc2ccccc2)=C2SCCCN21 (stereo unspecified) | 4.7
COc1ccc(C)c2sc(=NC(=O)c3cccc(S(C)(=O)=O)c3)n(C)c12 | -8.4
Cc1nc(C(C)C)ncc1C(=O)N1CCN(Cc2ccccc2CO)CC1 | -9.4
Cc1[nH]c2ccccc2c1C(c1cccs1)N1CCC(C)CC1 (stereo unspecified) | -10.0
O=C(NCc1ccccc1)c1cc2ccccc2cc1OCC(=O)N1CCCC1 | -0.5
CC(=NNS(=O)(=O)c1ccc(C)cc1)c1ccc2c(c1)OCCO2 | -8.1
COc1cc(C2Nc3ccccc3C(=O)N2CC2CCCO2)cc(O)c1O (stereo unspecified) | 0.0
COc1ccccc1C(=O)N(C)S(=O)(=O)c1ccc(C)cc1 | 7.7
Cn1ccc(=O)[nH]c1=O | -5.3
NC(=O)c1cccc(CC2CCN(C(=O)Cc3cccnc3)C2)c1 (stereo unspecified) | -19.6
Cn1cc(Br)cc(NC(=O)C2CC=CCC2)c1=O (stereo unspecified) | -2.8
C=CC[C@@H]1CC=C[C@@H](C)N1C(=O)CC(=O)Nc1cc(OC)ccc1OC | -30.8
CN(C)CCNC(=O)NC12CC3CC(CC(C3)C1)C2 | -0.2
Cc1cc(NC(=O)CN2CCCCC2C2OCCO2)on1 (stereo unspecified) | -5.3
Fc1ccccc1SCc1cccnc1 | -4.9
CC1(C)COCN1C(=O)c1cc2c(=O)n3ccccc3nc2s1 | -11.2
O=C(c1n[nH]c2ccccc12)N1CCOC2(CNCCOC2)C1 (stereo unspecified) | -23.8
CCOc1ccc(C(=O)N2CCC(O)(c3ccc(C)cn3)CC2)o1 | -4.2
CCOC(=O)C1=C(C)NNC(=Nc2cccc(C)c2C)S1 | -10.8
Cc1ccc(C)c(-c2csc(NC(=O)CC#N)n2)c1 | -0.3
O=c1c2cnc3nc(-c4cccnc4)nn3c2ccn1CCc1c[nH]c2ccc(Cl)cc12 | -7.5
OC1(c2ccccn2)COc2ccccc2O1 (stereo unspecified) | 3.3
CCCCOc1ccc(-c2nc(C=Nc3cccc(C(F)(F)F)c3)c(O)o2)cc1 | -3.1
CCc1ccc(CN2CC[C@@H](c3sccc3C)[C@H](O)C2)nc1 | -8.7
CC(C)Oc1cc(N[C@H]2CCCC[C@@H]2O)nc(N)n1 | -53.7&5.9
CC(C)N1CCn2nc(C(=O)NCc3ccccc3-n3ccnc3)cc2C1 | -16.8
O=C(Cn1nnc(-c2ccccc2)n1)NCC1CCCCC1 | 1.3
O=C(Nc1cccc(Cl)c1F)c1cc2ccccc2oc1=O | -6.8
CCCCCOc1ccc(C(=O)NCCc2ccc(S(N)(=O)=O)cc2)cc1OCCCCC | -5.0
COc1cc2c(cc1C(=O)N1CCOC(c3ccc(Cl)cc3)C1)CCC2 (stereo unspecified) | -3.1
O=C(O)c1n[nH]c(=S)n1C1CC1 | -10.4
O=C1NC(c2ccco2)C(C(=O)c2ccccc2)C(O)(C(F)(F)F)N1 (stereo unspecified) | 27.6
CCOc1ccc(Br)cc1NC(=O)N1CCOCC1 | -8.6
O=C(CNS(=O)(=O)c1c(F)cccc1F)N1CCC2(CC1)Nc1ccccc1S(=O)(=O)N2 | -7.8
O=C(NCc1ccc(F)cc1)C(=O)Nc1ccc(C(F)(F)F)cc1 | -3.3
Cc1ccc(CN(C)C(=O)CCC(=O)c2ccc3c(c2)OCCO3)cc1 | -13.6
O=C(Nc1ccc(Cl)cc1)Nc1ccc2c(c1)C(=O)OC2 | -7.0
CCOC(=O)C1(C)CCN1C(=O)c1cc(-c2ccc(Cl)cc2)oc1C (stereo unspecified) | 10.9
CC1(C)CC(=O)C2=C(C1)OC(=O)CC2c1cccs1 (stereo unspecified) | 2.0
CCOC(=O)N1CCN(C2CCCN(C(=O)CCN3CCCCO3)C2)CC1 (stereo unspecified) | -2.4
COc1cc(SCC(N)=NO)ccc1Cl | -18.6
O=S1(=O)CCN2N=C(c3ccccc3)C(c3ccccc3)=NC2=N1 | -9.7
O=C(COc1ccccc1)Nc1ccccc1N1CCOCC1 | -5.4
CC(=O)c1csc(NC(=O)c2ccc(C3SCCS3)cc2)n1 | -14.4
COc1ccc(-c2noc(CN(C)CCOc3ccc(C)cc3)n2)c(OC)c1OC | -10.0
CCCc1ncncc1C(=O)N1Cc2cnc(CC)nc2C1 | -13.7
Cc1sc(NC(=O)C2CC2)c(C(N)=O)c1C | -6.0
CNC(=O)NC(=O)CSc1nnc(CN2c3ccccc3Sc3ccccc32)n1N | -8.8
O=C1c2cccnc2Oc2ccc(Cl)cc2N1CCOc1ccccc1 | -2.5
Cc1nc(SC(C)C(=O)O)[nH]c(=O)c1C (stereo unspecified) | -0.6
CCCNC(=O)CSc1nc2ccccc2n1C | -7.9
CC(=O)Cn1c(=O)c2c(nc3n(C4CCCCC4)c(C)c(C)n23)n(C)c1=O | -4.1
CCCc1cn(CC2CCN(C(=O)Nc3ccc4c(c3)OCO4)CC2)nn1 | -10.2
COc1ccc(-c2cn3nc(SCC(=O)Nc4cccc(C)c4)ccc3n2)cc1 | -8.6

Further results follow.
SMILES | mcGAS RapidFire
O=c1c2c3c(sc2[nH]c(=S)n1C1CCCC1)CCCC3 | -1.5
Cc1ccc2c(CC(=O)OC(C)C(=O)NC(=O)NC3CCCCC3)coc2c1 (stereo unspecified) | -0.3
Cn1cc(C(=O)Nc2cccc3ccccc23)c2[nH]c(=O)n(-c3ccccc3)c(=O)c21 | -19.1
CC(C)CCCC(C)C1CCC2C3C[C@@H](O)[C@@]4(O)C[C@@H](O)CC[C@]4(C)C3CC[C@]12C (stereo partly specified) | -4.3
Cc1cc(NC(=O)COCC2CC2)ncc1Br | -6.5
Cc1ccc(Nc2nc(N3CCCC3)nc3nccnc23)cc1C | -16.7
O=C(C1CC1)N1CCN(c2ccc([N+](=O)[O-])cc2)CC1 | -8.8
OCc1nc2ccc(Oc3ccc4nc(CO)[nH]c4c3)cc2[nH]1 | 11.1
Cn1c2c(c(=O)[nH]c1=O)C(NS(=O)(=O)c1ccc(N)cc1)(C(F)(F)F)C(=O)N2 (stereo unspecified) | -10.1
COc1ccc(CCOC(=O)[C@@H]2CCCN2C(=O)C(C)c2cccc(C(=O)c3ccccc3)c2)cc1OC (stereo partly specified) | 3.7
CC1(C)ON=C(c2ccc(C(F)(F)F)cc2)NC1=O | -5.5
O=C1OCCCN1CCn1ccnc1-c1ccc(-n2cccn2)cc1 | 1.9
Cc1cccc(S(=O)(=O)N2CCN(C(=O)C3CC=CCC3)CC2)c1 (stereo unspecified) | 1.7
Cc1nc(C(F)(F)F)ccc1C(=O)N1CCC1(C)C(=O)NS(=O)(=O)c1ccc(F)cc1F (stereo unspecified) | -15.9
O=[N+]([O-])c1ccc(C2CN=C(Nc3ccccc3)O2)cc1 (stereo unspecified) | 51.5
Cc1nc2ccc(Cl)cn2c(=O)c1NC(=O)Cc1ccc(F)cc1 | -11.9
Cc1ccccc1C1CC(=O)N(CN2CCN(Cc3ccsc3)CC2)C1 (stereo unspecified) | 11.2
Cc1nn(C)c(NN2C(=O)c3cccc4cccc(c34)C2=O)c1[N+](=O)[O-] | 0.2
CCn1ccnc1CNC1(Cc2ccc(Br)cc2)CCCCC1 | -1.5
CCN(CC)C(=O)C1(NC(=O)c2sccc2C)CCCCC1 | -15.0
CC(=O)O[C@H]1CC[C@@]2(C)C(CC[C@]3(C)C2C(=O)C=C2C4[C@@H](C)[C@H](C)CC[C@]4(C(=O)O)CC[C@]23C)C1(C)C (stereo partly specified) | -6.0
CCCNCc1c(-c2ccccc2)noc1N1CCOCC1 | -10.6
Cc1cc(C)cc(OCC(=O)Nc2ccc(N3CCCC3=O)c(C)c2)c1 | -1.6
CC(C)c1noc(C(C)S(=O)(=O)Cc2ccc(F)c(Br)c2)n1 (stereo unspecified) | -3.3
CC1CCC(NC(=O)c2ccc(Cn3cncn3)cc2)CC1 (stereo unspecified) | -15.0
CN1C(=CC=Nc2ccccn2)C(C)(C)c2ccccc21 | 5.9
CCC1c2ccsc2CCN1c1cnc2ccccc2n1 (stereo unspecified) | -10.5
Cc1cccc(C(=O)Nc2nc3ccc(OCC(F)(F)F)cc3s2)n1 | -1.7
Cn1cc(-c2ccc3c(c2)COCC(=O)N3Cc2ccccc2)cn1 | -16.6
CC1C(=N)C(C)(C)OS1(=O)=O (stereo unspecified) | -12.4
O=C(C1CNCCN1C(=O)c1cccc2nccnc12)N1CCOCC1 (stereo unspecified) | -25.0
Cc1cc(SCC(=O)N2CCCC2)nc2c(C(C)C)cccc12 | -4.3
CCc1nnc(SCC2=NC3C=CC=CN3C(=O)C2)nc1CC (stereo unspecified) | -6.8
O=c1c2ccccc2nnn1CSc1nc2ccccc2[nH]1 | -4.1
Cc1nn(C2CCS(=O)(=O)C2)c(C)c1S(=O)(=O)NCc1nc2ccccc2[nH]1 (stereo unspecified) | 0.5
O=C(CSc1nnc(NC(=O)c2cccs2)s1)Nc1cc(C(F)(F)F)ccc1Cl | -1.1
Cc1ccc(C(CNC(=O)/C=C/c2c(C)nn(C)c2C)N(C)C)cc1 (stereo unspecified) | -7.1
N#Cc1c(SCC(N)=O)nc2c(c1-c1cccs1)CCC2=Cc1cccs1 | -18.5
Cc1nc(-c2ccc(CNC(=O)c3cc(F)cc(F)c3)s2)cs1 | -3.9
COc1ccc(CNC(=O)c2sc(=O)n(Cc3ccc(C)cc3)c2C)cc1OC | -11.5
Cc1ccc(C2CCCN2CC(=O)N2CCNC2=O)cc1 (stereo unspecified) | -0.5
Cc1ccc(N2C(=O)N(c3ccc(Cl)cc3)C3CS(=O)(=O)CC32)cc1 (stereo unspecified) | -3.9
O=C(NC1CC1)C(c1ccccc1)N1CCN(S(=O)(=O)c2cccc(Cl)c2Cl)CC1 (stereo unspecified) | -11.9
CC(C(=O)Nc1cccc(F)c1)N1CCC(c2c[nH]c3ccccc23)CC1 (stereo unspecified) | -4.4
Cc1ccc(-c2ccnc(N3CCc4c(c(CO)nn4C)C3)n2)c(C)n1 | -21.0

Some of the entries so far, in markdown.
| Compound | mcGAS RapidFire |
| --- | --- |
| Cc1ccc(C(CNC(=O)/C=C/c2c(C)nn(C)c2C)N(C)C)cc1 (stereo unspecified) | -7.1 |
| N#Cc1c(SCC(N)=O)nc2c(c1-c1cccs1)CCC2=Cc1cccs1 | -18.5 |
| Cc1nn(C2CCS(=O)(=O)C2)c(C)c1S(=O)(=O)NCc1nc2ccccc2[nH]1 (stereo unspecified) | 0.5 |
| Cc1ccc(-c2ccnc(N3CCc4c(c(CO)nn4C)C3)n2)c(C)n1 | -21.0 |
| COc1ccc(CNC(=O)c2sc(=O)n(Cc3ccc(C)cc3)c2C)cc1OC | -11.5 |

More compounds.
SMILES | mcGAS RapidFire
Cc1nc(C)c(CN(CCO)C(C)C)s1 | -7.9
O=C(Cn1cccn1)NCc1cccnc1N1CCCCCCC1 | -5.4
CCc1ccc(CN(C)C(=O)C2CCC(=O)N(CCN3CCOCC3)C2)nc1 (stereo unspecified) | -7.4
O=C(CSc1nncn1-c1ccccc1)NCCc1ccccc1 | -6.3
Cc1nccn1-c1ccnc(C(=O)N2CCN(CC(C)(C)O)CC2)c1 | -11.0
COC(=O)CC(NC(=O)Cc1c(F)cccc1Cl)c1cccs1 (stereo unspecified) | -1.2
S=c1nc(-c2ccccc2)c(-c2ccccc2)n[nH]1 | -13.1
O=C(Nc1ccc([N+](=O)[O-])cc1)Oc1ccccc1 | 0.0
Cn1c(Nc2cc3c(cc2Br)OCCO3)c(C#N)c(=O)n(C)c1=O | 6.9
O=C(NCCn1cc(SCC(=O)N2CCOCC2)c2ccccc21)c1cccs1 | -8.0
CCc1nc(N)sc1C(=O)N1CCC2(CCOCC2)CC1 | -37.6
Cc1cccn2c(=O)cc(CNc3cccc(C#N)c3)nc12 | -8.7

From PubChem
